Screening data deposited in PubChem BioAssay by several laboratories.
p-CIP stab down = p/CIP-EGFP fusion destabilizers, primary screen, fluorescence, F442A cells; 16 h; decrease of EGFP signal, % at 10 µM; Q05BA5; AID 1984, 2009; 0.01% of 290,000 active;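 active = EGFP signal decrease of at least 30% at 10 µM or well 3 SD below plate mean, unless failing retest; inactive = the rest, including hits failing retest or dose response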; also: some compounds called inactive have numbers as strong as hits; many of its hits are not listed in these tables
FID counter = compounds displacing fluorescent DNA intercalator, primary screen, artefact control for HCV NS3 helicase inhibitor project, biochemical, FID fluorescence; 0.17% of 290,000 active; DNA fluorescent intercalator displacement; AID 1845, 2009; inhibition, % at 7.9 µM; in the data active = inhibition above about 37%;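 also: 0% = vehicle and 100% = reference compound; higher means more ethidium bromide displaced from hairpin DNA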
IMP-1 inh = IMP-1 metallo-beta-lactamase inhibitors, primary screen, biochemical, epi-absorbance readout, Pseudomonas aeruginosa enzyme; metallo-beta-lactamase IMP-1 (Pseudomonas aeruginosa); 0.45% of 290,000 active; purified IMP-1, nitrocefin hydrolysis, epi-absorbance fluorescence; inhibition, % at 5.6 µM;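 active = inhibition above the mean plus 3 SD of all compounds in the same screening run, cut at about 4.5% in these data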;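 also: 0% = IMP-1 with DMSO and 100% = DMSO wells lacking enzyme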
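System: purified IMP-1 / Input: IMP-1 dispensed at 0.2 nM / Medium: 50 mM HEPES pH 7.1, 50 µM ZnSO4, 0.05% Brij 35 / Timing: 15 min enzyme–compound preincubation, then 25 min nitrocefin reaction, 25 °C / Technique: plate fluorescence quenching by hydrolysis product, ex 480/em 530 nm / Repeats: singlicate testing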
VIM-2 inh = VIM-2 metallo-beta-lactamase inhibitors, primary screen, biochemical, epi-absorbance readout, Pseudomonas aeruginosa enzyme; inhibition, % at 5.6 µM; 0.89% of 290,000 active; AID 1527, 2009; purified VIM-2, nitrocefin hydrolysis, epi-absorbance fluorescence;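 active = inhibition above the mean of all tested compounds plus 3 SD, cutoff set per screening run, cut at about 7.5% in these data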;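 also: red hydrolysis product quenches plate fluorescence so inhibitors raise well fluorescence; 0% = enzyme with DMSO and 100% = DMSO without enzyme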
SUMO HTRF inh = inhibitors of in vitro SUMOylation cascade, primary screen, biochemical, HTRF, uHTS. HTRF SUMOylation assay, SAE1/SAE2 + UBC9. 0.36% of 290,000 active. AID 2006, 2009. inhibition, % at 35 µM; in the data active = inhibition above about 50%, passing the limit was not always enough; also: strong numbers were not always called active
HCV NS3 hel inh = inhibitors of HCV NS3 helicase, primary screen, biochemical, Cy5 molecular beacon fluorescence. Hepatitis C virus NS3 helicase. NS3 helicase DNA unwinding. inhibition, % at 10.9 µM. 0.56% of 290,000 active. AID 1800, 2009;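 active = inhibition above the mean of all tested compounds plus 3 SD, set per campaign, cut at about 35% in these data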;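 also: 0% = DMSO wells and 100% = thioflavine S control wells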
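Assay system: hepatitis C virus NS3 helicase domain fragment enzyme. Also added: annealed dual-labelled DNA beacon duplex, ATP-started. Timing: 1 h reaction at 25 °C, ATP-initiated. Technique: Cy5 fluorescence at 0 and 60 min, beacon hairpin quenching. Evaluation: % inhibition of unwinding. Replication: one well per compound.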
M18AAP inhibitor = PfM18AAP inhibitors, malaria aminopeptidase, primary screen, biochemical, QFRET, recombinant enzyme | H-Glu-NHMec fluorogenic cleavage | inhibition, % at 7.35 µM | 1.2% of 290,000 active | AID 1822, 2009;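 active = inhibition above the campaign mean inhibition over all tested compounds plus 3 SD, cut at about 28% in these data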;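 also: 0% = plate median of test compound wells and 100% = 2 mM ZnCl2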
IDE inh = human IDE inhibitors in live cells, primary screen, fluorescence polarization, HEK cells, FAbetaB substrate. inhibition, % at 5.59 µM. Insulin-degrading enzyme (Homo sapiens), P14735. FAbetaB cleavage. AID 434962, 2010. 0.41% of 320,000 active;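 active = percent inhibition above the average of all tested compounds plus 3 SD, set per screening campaign, cut at about 16% in these data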;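 also: IDE supplied by intact live HEK cells; FP after avidin binding of uncleaved biotin substrate so inhibition keeps polarization high; 0% = DMSO wells and 100% = 60 µM reference IDE inhibitor Ii1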
Target sequence (P14735 whole entry, looked up): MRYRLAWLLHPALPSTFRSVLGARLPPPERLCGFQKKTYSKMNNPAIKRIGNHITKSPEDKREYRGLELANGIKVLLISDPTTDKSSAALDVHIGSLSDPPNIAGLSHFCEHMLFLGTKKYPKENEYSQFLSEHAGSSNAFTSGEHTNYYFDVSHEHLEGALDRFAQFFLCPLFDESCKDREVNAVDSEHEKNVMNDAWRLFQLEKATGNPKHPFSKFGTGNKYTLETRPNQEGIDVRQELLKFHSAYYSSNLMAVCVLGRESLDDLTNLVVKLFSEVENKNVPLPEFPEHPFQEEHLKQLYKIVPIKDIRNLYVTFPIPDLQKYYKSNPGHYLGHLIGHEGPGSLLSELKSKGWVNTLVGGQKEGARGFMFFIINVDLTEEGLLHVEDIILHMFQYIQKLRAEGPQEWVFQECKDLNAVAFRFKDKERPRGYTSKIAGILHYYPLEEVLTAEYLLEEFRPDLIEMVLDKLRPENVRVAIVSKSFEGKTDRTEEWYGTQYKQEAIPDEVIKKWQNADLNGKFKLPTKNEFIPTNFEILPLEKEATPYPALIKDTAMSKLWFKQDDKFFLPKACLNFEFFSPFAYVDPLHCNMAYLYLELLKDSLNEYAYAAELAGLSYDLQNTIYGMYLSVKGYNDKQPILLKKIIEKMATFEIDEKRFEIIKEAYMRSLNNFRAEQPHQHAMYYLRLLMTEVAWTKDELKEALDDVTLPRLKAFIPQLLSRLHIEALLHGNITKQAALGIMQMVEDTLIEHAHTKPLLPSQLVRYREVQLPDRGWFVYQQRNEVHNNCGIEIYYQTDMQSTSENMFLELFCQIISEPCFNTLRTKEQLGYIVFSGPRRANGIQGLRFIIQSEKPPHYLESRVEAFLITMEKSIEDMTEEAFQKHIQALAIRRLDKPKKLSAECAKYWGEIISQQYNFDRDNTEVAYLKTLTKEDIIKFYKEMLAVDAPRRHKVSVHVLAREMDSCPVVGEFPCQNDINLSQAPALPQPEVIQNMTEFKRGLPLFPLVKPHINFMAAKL
IDE cell activ = human IDE activators in live cells, primary screen, fluorescence polarization, HEK cells, FAbeta-B substrate. Insulin-degrading enzyme (Homo sapiens), P14735. 0.073% of 340,000 active. activation, % at 5.96 µM. AID 493087, 2011. FAbeta-B cleavage; 0% vehicle, 100% cell-free pure enzyme wells;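 active = activation above the mean of all tested compounds plus 3 SD, set per screening campaign, cut at about 17% in these data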
The depositor's hits bear a star; . = no result given.

No.	molecule	SUMO HTRF inh	IDE inh	IDE cell activ	FID counter	M18AAP inhibitor	VIM-2 inh	IMP-1 inh	HCV NS3 hel inh	p-CIP stab down
1	Cc1ccc(CS(=O)(=O)Cc2ccc(C(=O)N3CCC4(CC3)OCCO4)o2)cc1	20	-3	1	-18	4	-0.1	3.7	4	-5
2	O=C1CN=C(c2ccccc2F)c2cc(Cl)ccc2N1	17	8	-1	-14	2	0.7	-1.6	-8	7
3	C=CCn1c(O)c(C(CC)=NCCc2c[nH]c3ccccc23)c(=O)[nH]c1=O	10	3	-1	-25	-1	1.1	-0.6	-1	-9
4	Cc1ccccc1-n1c(O)c(/C=N/NC(=O)c2ccncc2)c(=O)[nH]c1=O	-14	-1	3	-14	4	-4.5	-1.9	1	8
5	CSc1ccccc1C(=O)C1CCCN(Cc2ccccn2)C1 (stereo not given)	1	-2	-4	0	-5	-2.3	-3.0	-7	-5
6	COC(=O)C(C)Oc1cc(C)cc2oc(=O)c3c(c12)CCC3 (stereo not given)	8	3	-7	-12	-13	11*	-4.5	4	-14
7	O=C(O)c1cccc(NC(=O)N2C[C@H]3C[C@@H](C2)c2cccc(=O)n2C3)c1	12	6	2	2	-3	-4.4	-2.6	-6	-3
8	Clc1cccc(CN2CCCCC2c2cccnc2)c1 (stereo not given)	18	-3	5	-4	-8	0.7	-4.0	-1	-12

Filtered by structure, the compounds so far containing four or more nitrogen atoms (two)
No.	molecule	SUMO HTRF inh	IDE inh	IDE cell activ	FID counter	M18AAP inhibitor	VIM-2 inh	IMP-1 inh	HCV NS3 hel inh	p-CIP stab down
3	C=CCn1c(O)c(C(CC)=NCCc2c[nH]c3ccccc23)c(=O)[nH]c1=O	10	3	-1	-25	-1	1.1	-0.6	-1	-9
4	Cc1ccccc1-n1c(O)c(/C=N/NC(=O)c2ccncc2)c(=O)[nH]c1=O	-14	-1	3	-14	4	-4.5	-1.9	1	8

Next results.
No.	molecule	SUMO HTRF inh	IDE inh	IDE cell activ	FID counter	M18AAP inhibitor	VIM-2 inh	IMP-1 inh	HCV NS3 hel inh	p-CIP stab down
9	Cc1cc(OCC(=O)N2CCCN(C)CC2)ccc1Cl	-17	-2	3	1	1	-2.4	-1.8	-2	7
10	O=C1NC2NC(=O)N([N+](=O)[O-])C2N1 (stereo not given)	25	-1	.	1	-5	-3.9	-3.8	1	-7
11	NS(=O)(=O)OC(CCc1ccccc1)C(Cl)(Cl)Cl (stereo not given)	12	0	1	0	3	-1.6	-4.2	-8	1
12	N#CC(c1cccnc1)N1CCOCC1 (stereo not given)	12	6	3	-5	-5	-1.0	-3.2	4	8
13	COc1cc(/C=C2\C(=O)NC(=O)N(c3ccccc3)C2=O)c([N+](=O)[O-])cc1OC	40	.	5	-6	22	-0.5	-1.3	1	-1
14	O=C(c1c[nH]cc1-c1ccccc1)c1cccc2ccccc12	-2	7	1	3	18	-3.7	-5.2	-2	-1
15	CC(=O)Nc1ccc2c(c1)CC1(C(=O)N(C)C(=O)N(C)C1=O)C1CCCN21 (stereo not given)	11	1	3	3	3	-1.3	-3.0	5	-17
16	CC[C@@]1(O)C(=O)OCc2c1cc1n(c2=O)Cc2cc3c(NC(=O)CN)cccc3nc2-1	41	0	1	8	9	-0.1	-0.8	9	0
17	CCC(=NCc1cccnc1)c1c(O)n(Cc2ccccc2)c(=O)[nH]c1=O	6	-2	1	-8	1	-1.8	-4.0	34	2
18	COc1cccc(-n2c(CN3CCN(C)CC3)nc3ccc([N+](=O)[O-])cc3c2=O)c1	15	-4	2	10	-13	2.2	0.7	-7	-17
19	O=C1C2CCCN2C(c2cccnc2)N1c1ccc(Cl)c(Cl)c1 (stereo not given)	7	-1	2	-3	-7	-2.9	-5.8	11	-11
20	O=C(c1cccc(C(F)(F)F)c1)C1CCCN(Cc2ccccc2O)C1 (stereo not given)	4	7	6	9	4	-3.1	-3.4	4	-12
21	CCNCC1(c2ccc(OC)c(OC)c2)CCCC1	31	-2	0	2	1	-1.6	-1.5	1	4
22	O=C(Cc1ccccc1)N1CCN(CC2CC=CCC2)CC1 (stereo not given)	0	8	-2	-2	-2	-1.0	0.3	-5	0
23	CC1OC(NCCc2ccccc2)C(O)C(O)C1O (stereo not given)	20	4	-5	-3	-5	-1.4	0.1	7	-5
24	Cc1c(C(=O)C(=O)N2CCOCC2)c2ccccc2n1Cc1ccccc1	-1	2	6	-42	5	-2.1	-2.4	-1	-7
25	O=C1NC(=O)C(CCc2ccncc2)(Cc2cccc(Cl)c2Cl)C(=O)N1c1ccc(Br)cc1 (stereo not given)	-3	7	1	-15	2	-0.3	-1.5	-12	2
26	CCCCCn1c(=O)c(C(=O)Nc2cccc(C)c2)c(O)c2ccccc21	-13	-1	-6	-8	13	0.3	1.1	14	8
27	Cc1ccc(OCC(=O)Nc2ccc(Cl)cc2C(=O)c2ccccc2)cc1	7	0	4	9	-2	2.1	-0.7	6	3
28	CCn1c(O)c(C=NCc2ccccc2)c(=O)[nH]c1=S	24	5	2	-2	1	-1.7	-1.1	7	1
29	CCCCCn1c(=O)c(C(=O)Nc2ccccc2C)c(O)c2ccccc21	-3	4	4	-8	10	0.9	-0.8	15	19
30	COc1ccc(CNC(=O)/C=C/c2ccc3[nH]cc(CCN(C)C)c3c2)cc1	-10	-2	7	.	.	.	.	.	7
31	CN1CCC(O)(c2ccccc2)C2CCCC21 (stereo not given)	13	0	-9	1	-2	-2.3	-3.5	0	-6
32	COCCCNC(=O)c1c(NC(=O)c2ccco2)n(Cc2ccccc2)c2nc3ccccc3nc12	98*	0	1	-21	12	2.9	-0.2	18	-31
33	CC12CN3CCN(CC(C3)C1O)C2 (stereo not given)	18	-3	1	1	0	-0.8	-0.1	4	-30
34	C=C1C[C@@H]2[C@H](CC[C@]3(C)C(=O)CC[C@@H]23)[C@@]2(C)C=CC(=O)C=C12	5	-2	.	-22	3	-0.9	-1.2	-9	-8
35	C[n+]1c(-c2ccccc2)cc(-c2ccc(O)cc2)cc1-c1ccccc1	9	12	0	5	6	3.0	-2.7	-9	19
36	CC(=NCC1CCCO1)c1c(O)n(Cc2ccccc2)c(=O)[nH]c1=O (stereo not given)	7	3	3	-9	4	-1.7	-1.0	-5	-16
37	CCC1=Nc2cc(C(=O)N3CCC4(CC3)OCCO4)ccc2Sc2ccc(Br)cc21	0	2	4	-70	9	2.6	1.1	11	-5
38	Cc1ccccc1NC(=O)CCl	-4	6	9	0	-5	-1.3	-1.7	-8	-7
39	CCOC(=O)CN1C(=O)C2(C(C#N)=C(N)Oc3ccccc32)C(C(=O)OC)=C1C (stereo not given)	-8	7	3	-10	-2	-2.0	0.7	8	-9
40	CCC(C)N1CCN(C(=O)Cc2ccccc2)CC1 (stereo not given)	9	3	-4	2	2	-3.4	-2.4	-9	-3
41	CCCCN1C(=O)NC(=O)C2(Cc3c(nc4c(C)cccn4c3=O)N3CCc4ccccc4C32)C1=O (stereo not given)	6	11	2	-6	-5	-3.2	-1.1	4	-13
42	O=c1c2ccccc2nc(-c2ccccc2)n1-c1nccs1	-18	0	1	-14	-4	-3.6	-3.4	-3	1
43	COc1ccc(C(C)=O)cc1CC(C(=O)c1ccc(C)cc1)N(C)C (stereo not given)	2	1	4	-5	3	-0.2	2.1	4	-6
44	O=C1/C(=C\c2cc3c(cc2Cl)OCO3)N2CCC1CC2	36	2	6	-3	14	-2.7	-2.9	-8	-8
45	O=c1oc2ccccc2c(O)c1C(c1ccccn1)c1c(O)c2ccccc2oc1=O	6	2	1	-23	4	0.7	-1.0	34	11
46	COc1ccc(CCNCc2ccccc2F)cc1	-1	0	5	3	-2	-4.6	-2.6	-4	-2
47	CC1CCN(CC#CCOc2ccc(Cl)cc2)CC1	0	4	-3	7	4	-0.8	0.1	1	-9
48	C[C@H]1C[C@@H](C)C(=O)[C@@H]([C@H](O)CC2CC(=O)NC(=O)C2)C1	-17	5	5	2	-1	-3.1	-2.4	0	-11
49	CCCCc1ccc(NC2=NCCCS2)cc1	-3	2	3	1	2	-3.4	-3.3	-28	4
50	CCC(C)C1(CC)C(=O)NC(=O)N=C1N (stereo not given)	-3	-3	4	6	1	-1.3	1.5	-2	0
51	CC(=O)C1(c2ccccc2)CCN(C(=O)C2CCC(=O)N(CCc3cccc(F)c3)C2)CC1 (stereo not given)	5	-3	-3	-54	-7	0.5	-0.4	3	-14
52	CC[N+](C)(CC)CCCOC(=O)C(O)(c1ccccc1)C1CCCCC1 (stereo not given)	8	2	7	20	-2	-2.7	-0.8	5	-2
53	Cc1nc2cc(-c3ccc(Cl)cc3)nn2c(C)c1CCC(=O)N1CCC2(CC1)OCCO2	.	.	-1	-6	-1	-1.9	-3.2	0	.
54	Cc1ccc(C2=NC(C)(C)N3C2C3c2ccc([N+](=O)[O-])cc2)cc1 (stereo not given)	-7	-3	-1	-4	0	-0.9	-2.4	-5	-3
55	CN1CC(C(=O)c2ccc(Cl)cc2)C(c2ccc(N(C)C)cc2)C1 (stereo not given)	-5	0	1	13	-7	-1.0	-0.8	-11	5
56	CCOc1cc(CNCCc2c[nH]c3ccccc23)cc(Cl)c1OC	-10	4	3	14	2	-3.7	-0.7	-47	-2

Only part of the results is shown; rates above refer to the full screens.
